MEX-5 binding = MEX-5 zinc finger RNA-binding disruptors – biochemical, C. elegans, fluorescence polarization, MLPCN library, primary screen. hit rate 0.38% among 300,000. MEX-5/FITC-TCR2 RNA binding; stronger effect = lower value. AID 1832, 2009. Zinc finger protein mex-5 (Caenorhabditis elegans), Q9XUB2. activity score (negative = inhibition of binding), % at 10 µM;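 active means inhibition past about -25% in most replicates, and total fluorescence under double the plate's negative control median, limit read from the data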;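 further: 0% = DMSO and -100% = 5 µM competing unlabeled TCR2 RNA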
GLD-1 RNA inh = GLD-1/TGE RNA complex disruptors, primary screen, biochemical, fluorescence polarization; purified GLD-1 + fluorescein TGE RNA; hit rate 0.44% among 320,000; Female germline-specific tumor suppressor gld-1 (Caenorhabditis elegans), Q17339; inhibition, % at 5.96 µM; AID 2280, 2010;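 active means percent inhibition above a per-plate cutoff, the plate mean of test compounds plus 3 SD, cut at about 30% in these data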;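 further: 0% = DMSO wells with GLD-1 and probe and 100% = wells lacking GLD-1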
Fam108B counter = mouse Fam108B serine hydrolase inhibitors, primary screen, counter-screen for RBBP9 inhibitor project, biochemical, fluorescence polarization; recombinant Fam108B, FP-Rh probe fluorescence polarization; inhibition, % at 9.51 µM; hit rate 0.33% among 300,000; AID 1947, 2009;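 active means inhibition above the screen mean inhibition plus 3 SD, computed separately per campaign, cut at about 18% in these data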;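 further: inhibitors lower polarization as less probe binds the enzyme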
MCL1-BIM inh = inhibitors of MCL1 binding to BIM-BH3, primary screen, biochemical, fluorescence polarization; GST-MCL1 / FITC-Bim-BH3 fluorescence polarization; inhibition, % at 10.9 µM; hit rate 0.68% among 320,000;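 active means inhibition above the mean inhibition of all tested compounds plus 3 SD, set per campaign, cut at about 40% in these data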;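 further: 0% = DMSO wells and 100% = unlabeled Bim-BH3 peptide control; higher means more loss of mP so more displacement of Bim peptide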
Target sequence (Q07820 whole entry, looked up): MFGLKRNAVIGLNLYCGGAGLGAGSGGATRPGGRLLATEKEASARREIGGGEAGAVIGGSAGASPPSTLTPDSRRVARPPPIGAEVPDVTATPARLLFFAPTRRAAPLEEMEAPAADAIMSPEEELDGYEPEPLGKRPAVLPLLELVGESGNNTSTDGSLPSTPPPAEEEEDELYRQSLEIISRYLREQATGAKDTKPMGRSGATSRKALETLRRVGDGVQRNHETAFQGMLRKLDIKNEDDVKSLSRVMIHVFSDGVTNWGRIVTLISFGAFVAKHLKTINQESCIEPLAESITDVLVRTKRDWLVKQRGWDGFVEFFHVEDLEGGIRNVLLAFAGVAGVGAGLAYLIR
VLA-4 inh = inhibition in human VLA-4 binding assay, primary screen, VLA-4 allosteric modulator project, MLPCN library, flow cytometry, VLA-4 expressing cells; ligand binding flow cytometry; inhibition, % (about 7 µM as worked out from the volumes in the protocol); hit rate 0.2% among 330,000; AID 2557, 2010; in the data active means inhibition above about 50%
PME-1 inh = PME-1 inhibitors via competitive probe labeling, primary screen, biochemical, fluorescence polarization, FP-Rh probe, HTS. Protein phosphatase methylesterase 1 (Homo sapiens), Q9Y570. recombinant PME-1. inhibition, % at 5.9 µM. hit rate 0.53% among 320,000. AID 2130, 2009;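 active means inhibition above the campaign mean of all compounds plus 3 SD, cut at about 26% in these data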;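 further: competitive labeling of PME-1 active site by serine hydrolase directed probe; 0% = PME-1 with DMSO and 100% = wells lacking PME-1 enzyme; inhibitors block probe labeling so polarization falls and inhibition rises; many of its hits are not listed in these tables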
Target sequence (Q9Y570 whole entry, looked up): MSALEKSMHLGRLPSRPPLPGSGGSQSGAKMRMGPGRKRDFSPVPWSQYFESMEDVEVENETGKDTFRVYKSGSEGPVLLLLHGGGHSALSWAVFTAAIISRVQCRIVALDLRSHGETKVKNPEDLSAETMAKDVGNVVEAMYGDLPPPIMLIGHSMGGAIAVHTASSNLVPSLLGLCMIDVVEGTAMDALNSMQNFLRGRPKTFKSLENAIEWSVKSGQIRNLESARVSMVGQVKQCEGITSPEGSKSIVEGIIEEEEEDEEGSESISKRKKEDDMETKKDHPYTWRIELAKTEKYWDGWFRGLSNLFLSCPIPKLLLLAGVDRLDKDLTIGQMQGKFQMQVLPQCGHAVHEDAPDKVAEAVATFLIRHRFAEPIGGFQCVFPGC
Efflux pump mplx = inhibitors of Candida efflux pumps in yeast, primary screen, S. cerevisiae, Nile Red, multiplex; inhibition, % at 10 µM; hit rate 0.44% among 330,000; S. cerevisiae Candida pump triplex;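 active means plate passing quality check with inhibition over a set limit, or well fluorescence over plate mean plus 4 SD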;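 further: Nile Red retained in pooled yeast measured as flow cytometry median fluorescence; 0% = buffer negative control and 100% = Enniatin B positive control; higher means more Nile Red kept so more efflux inhibition; some compounds called inactive have numbers as strong as hits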
GRK2 inh = compounds blocking aptamer binding on GRK2 – biochemical, human GRK2, bead flow cytometry, HTS, primary screen. FAM-aptamer displacement from GRK2. Beta-adrenergic receptor kinase 1 (Homo sapiens), P25098. inhibition of aptamer binding, % at 10 µM. hit rate 0.59% among 330,000;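 active means inhibition of aptamer binding above 40%, roughly 3 SD of noise, on plates passing a quality check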;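 further: median bead fluorescence of bound FAM aptamer so fluorescent compounds give negative values; no value below 0 was filed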
BCLXL inh = inhibitors of human Bcl-xL, primary screen, biochemical, fluorescence polarization, HTS; hit rate 0.7% among 320,000; GST-Bcl-xL / FITC-Bim BH3 peptide fluorescence polarization; inhibition, % at 10.9 µM; Bcl-2-like protein 1 (Homo sapiens), Q07817;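 active means inhibition above the mean of all tested compounds plus 3 SD, cutoff set per campaign, cut at about 30% in these data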;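 further: 0% = DMSO wells and 100% = unlabeled Bim-BH3 peptide competitor; inhibitors lower millipolarization by displacing the labeled peptide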
Target sequence (Q07817 whole entry, looked up): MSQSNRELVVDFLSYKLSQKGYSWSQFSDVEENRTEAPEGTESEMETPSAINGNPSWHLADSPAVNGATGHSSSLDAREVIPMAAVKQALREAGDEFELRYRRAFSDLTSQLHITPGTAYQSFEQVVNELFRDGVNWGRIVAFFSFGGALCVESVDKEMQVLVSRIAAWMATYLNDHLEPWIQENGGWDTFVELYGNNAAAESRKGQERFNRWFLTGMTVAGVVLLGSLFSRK
Starred values were filed as active, the others as inactive; x = no result given. Some of the compounds tested; the hit share may differ from the screen's.

SMILES	MEX-5 binding	GLD-1 RNA inh	Fam108B counter	MCL1-BIM inh	VLA-4 inh	PME-1 inh	Efflux pump mplx	GRK2 inh	BCLXL inh
C=CCNc1nc(C)c(CNc2c(C)cc(C)cc2C)nc1C#N	1.7	-3	1	-4	-7	-3	-0.1	0	0
COc1ccc(C(=S)N2CCN(C)CC2)cc1Br	1.2	-8	0	3	-8	4	0.1	0	3
Cc1ccc(C(=O)NC(=S)N2CCN(c3ccc([N+](=O)[O-])cc3)CC2)cc1	-0.9	-4	-1	2	-3	4	-0.2	0	1
CC(C)SCc1cc(N2CCCC2)nc(-c2ccccc2)n1	2.1	-1	1	9	4	1	-0.1	1	4
Cn1c(N2CCCC2)nc2c1c(=O)n(Cc1ccc(F)cc1)c(=O)n2C	2.6	-2	0	6	22	6	-0.1	0	4
CC1(C)Cc2nc(N)c(C(=O)NCCO)cc2CO1	1.8	-2	-2	5	2	0	0.0	1	6
Cn1c(SCC(=O)Nc2ccc3c(c2)OCO3)nnc1C(F)(F)F	x	-1	x	x	-4	x	0.0	0	x
Cc1ccc(OCC(=O)Nc2ccc(F)cc2)cc1C	-0.4	-3	1	3	-3	-12	0.1	0	6
COc1ccc(Cn2c(C)ccc2C)cc1	2.9	0	-1	-2	1	2	0.1	0	0
O=C(NCc1cccs1)c1ccc(S(=O)(=O)N2CCCCC2)cc1	-1.7	-2	0	-9	7	4	-0.1	0	-4
Cc1ccccc1C(=O)Nc1cccc(NC(=O)c2ccc(-c3ccc(Br)cc3)o2)c1	1.6	1	-17	-8	4	-5	-0.1	0	-1
COc1cccc(/C=C2\N=C3CCCCCN3C2=O)c1	2.7	0	-2	10	-1	-8	-0.1	3	7
Cc1ccc(CN(C)C(=O)CSc2nnc3n2CCCCC3)c(C)c1	x	2	x	-18	9	-1	0.4	0	-14
CCCCN(CC(=O)NC1CCCC1)C(=O)C(=O)Nc1ccc2c(c1)OCCO2	-1.3	-2	1	1	1	6	0.1	0	3
O=C1c2ccccc2C(=O)N1CC(=O)N1c2ccccc2Sc2ccc(C(F)(F)F)cc21	3.0	9	-1	-2	-1	-2	-0.1	2	7
CCOC(=O)[C@H]1[C@H]2COc3ccccc3[C@@H]2N2C(=O)c3cc(Br)ccc3NC(=O)[C@@]12C	x	-3	-8	1	x	-3	x	x	2
CCCCCCc1nnc(N)s1	-1.7	-1	0	-1	-9	2	0.0	1	3
CCOC(=O)C1(CCOc2ccccc2)CCN(C(=O)c2cncs2)CC1	-1.4	-4	-6	-3	30	-2	0.0	0	0
Cc1ccnc(N=Cc2c(O)ccc3oc4c(c23)CCCC4)c1	x	28	-1	19	9	-3	-0.1	0	22
N#CCCN/N=C(/Cc1nc2ccccc2[nH]1)c1ccc(Cl)cc1	-2.3	2	4	-8	-10	3	0.1	0	-3
C/C=C/C=C\C(=O)Nc1cccc(C2=NOC3(C2)C[C@@H](C(N)=O)N(C(=O)c2cc([N+](=O)[O-])cc([N+](=O)[O-])c2C)C3)c1 (stereo not given in full)	0.6	-2	0	3	10	1	0.1	1	7
Cc1cccc(NC(=O)CC2C(=O)NCCN2C(=O)Nc2ccc(Cl)cc2)c1 (stereo not given)	-0.6	x	x	x	20	x	0.0	0	x
CCN1CCN(CCCNC(=O)c2cc3c(=O)[nH]c4ccccc4c3s2)CC1	-0.1	4	4	0	0	2	-0.1	0	5
O=C(/C=C/c1ccco1)NC(=S)Nc1cccc(-c2nc3ccccc3s2)c1	2.1	-2	-4	-3	2	-29	0.2	0	-12
CC1CCCN(C(=O)COC(=O)CNC(=O)c2sc3ccccc3c2Cl)C1 (stereo not given)	x	4	x	-14	-7	3	0.1	3	-11

The results go on.
SMILES	MEX-5 binding	GLD-1 RNA inh	Fam108B counter	MCL1-BIM inh	VLA-4 inh	PME-1 inh	Efflux pump mplx	GRK2 inh	BCLXL inh
CN(c1ccc(OCC(=O)N2CCOCC2)cc1)S(=O)(=O)c1ccc(Cl)cc1	0.2	3	-1	3	4	-4	0.0	0	6
COc1cc(CCNc2ccc3nnc(-c4ccccc4)n3n2)cc(OC)c1OC	2.0	3	1	-3	9	2	0.0	0	7
CC/C(=N\NC(=O)CSc1ncccn1)c1ccc2c(c1)OCCO2	0.2	1	-3	4	9	1	-0.4	4	2
Cn1c2ccccc2c2c(C(=O)NCC3CCCO3)cn(C3CCCC3)c(=O)c21 (stereo not given)	-2.4	-1	2	7	-5	1	0.0	1	8
COc1ccccc1-c1cc(C(=O)Nc2ccccc2SC)no1	0.1	6	2	6	2	-4	-0.1	0	8
O=C(CN1CCN(Cc2ccc(F)cc2Cl)C1=O)NCCc1ccc(Cl)cc1	-0.8	3	-1	2	-4	7	0.0	0	2
Cc1ccccc1NC(=O)c1ccco1	-1.1	-4	5	-4	10	4	0.6	0	3
CC1CCCN(C(=O)C23CCC(C)(C(=O)C2)C3(C)C)C1 (stereo not given)	-0.2	4	-2	4	7	-2	0.0	0	1
Brc1ccsc1/C=N/Nc1ccccc1	x	-5	3	-8	0	1	0.2	2	0
COc1ccc(C(=O)O)cc1NCc1cccnc1	0.2	-6	-5	-3	-1	-8	0.1	1	-2
Cc1cccc(-n2c(Cc3cc(=O)[nH]c(=O)[nH]3)nnc2SCC(=O)Nc2cccc(C(F)(F)F)c2)c1	-1.7	8	-2	-6	0	-1	-0.1	0	-5
O=C(CSc1nncs1)Nc1ccc2c(c1)OCO2	1.6	4	3	1	-2	3	-0.1	0	3
S=C(Nc1cccc(Cl)c1)NC1CC2CCCC(C1)N2C1CCCC1 (stereo not given)	2.2	-1	1	11	4	-12	1.1	0	3
CCOC(=O)c1c(NC(=O)CSc2nnc(C)c(=O)[nH]2)sc2c1CCCC2	-0.4	-4	-1	16	6	-3	0.1	2	17
C=CCn1c(O)c(C2=c3ccccc3=NC2=O)s/c1=N/c1nccs1	-0.4	-4	2	25	14	2	-0.3	1	9
CCc1ccc(OCCNC(=O)c2ccccc2SCc2ccccc2)cc1	-2.3	-2	-7	-1	-5	4	-0.2	1	-6
CN(Cc1cccs1)C(=O)CCNS(=O)(=O)c1ccc(Br)cc1	x	-2	x	2	-8	2	0.2	0	0
[O-]/[N+](=C/c1ccccc1)c1ccccc1	x	-2	x	5	17	4	-0.3	0	5
CCCn1c(=S)[nH]c2cc(C(=O)N(CCO)Cc3ccccc3)ccc2c1=O	1.3	-6	1	-3	-2	-2	0.1	4	-11
O=C(NC1CCCCC1)N1CCSC1=Nc1ccccc1	0.4	1	0	-2	0	-2	0.0	43*	0
NS(=O)(=O)c1ccc(CCNc2ccc(C(F)(F)F)cn2)cc1	1.0	-1	-4	-13	1	-4	-0.1	1	1
O=C1[C@@H]2C3C=CC(O3)[C@@H]2C(=O)N1c1ccccc1	x	-5	1	7	23	1	0.0	1	9
CC[N+]1(C)CCC(=C2c3ccccc3CC(=O)c3sccc32)CC1 (stereo not given)	1.3	2	2	3	9	6	0.0	0	1
Cc1nnc(SCC(=O)Nc2nsc(-c3ccc(Cl)cc3)n2)s1	-2.0	6	-16	-2	5	-31	-0.1	0	-2
CC(CCc1ccco1)NC(=O)CSc1cc(=O)n(C)c2ccccc12 (stereo not given)	1.1	-9	1	7	0	7	0.1	5	10

The results go on.
SMILES	MEX-5 binding	GLD-1 RNA inh	Fam108B counter	MCL1-BIM inh	VLA-4 inh	PME-1 inh	Efflux pump mplx	GRK2 inh	BCLXL inh
CC(c1ccc(Cl)cc1)n1c(-c2ccc3ccccc3n2)n[nH]c1=S (stereo not given)	0.9	2	-3	1	-4	-3	0.2	0	-7
CCc1nc2oc3ccccc3c(=O)c2c(=O)n1-c1ccccc1	-0.5	-1	0	8	-3	-1	-0.1	0	4
CCC/C(C)=N/NC(=O)c1ccccc1O	-0.4	4	-3	12	x	-10	-0.2	2	3
COc1ccc(NC(=O)Cn2nnc(-c3ccccc3NC(=O)C3CC3)n2)cc1	1.0	1	-1	4	12	-4	0.0	0	1
O=C(c1cnn(-c2ccccc2)c1)c1ccccc1O	-1.7	0	4	12	-3	-16	0.1	0	6
COc1ccc(CCNC(=O)Cc2c(Cl)cccc2Cl)cc1	0.6	9	4	-13	4	3	-0.3	0	-9
O=C(CSc1nc2ccccc2s1)N1c2ccccc2Sc2ccc(C(F)(F)F)cc21	4.2	8	-5	6	12	-6	0.2	4	8
COc1ccccc1CNC(=O)C1CCC(CNS(=O)(=O)c2ccccc2)CC1 (stereo not given)	0.8	-3	3	-3	-15	3	0.0	3	-2
CCOC(=O)CSC1=C(C#N)C(c2ccccc2F)C(C(C)=O)=C(C)N1 (stereo not given)	1.0	4	-5	4	8	2	0.2	3	1
COc1ccc(N2C(=O)CC(c3ccc(OC(C)C)cc3)C2=O)cc1 (stereo not given)	0.9	4	1	-2	28	3	-0.1	1	-2
O=C(/C=C/Nc1ccccc1Oc1ccccc1)c1ccco1	1.4	-4	6	1	5	-1	0.2	0	1
COc1ccccc1C(CC(=O)O)c1ccc2c(c1)OCO2 (stereo not given)	2.3	5	1	-11	9	-2	-0.1	0	-1
CCN(CC)CCSc1nc(O)c(-c2ccccc2)c(=O)[nH]1	-0.7	3	-1	1	-9	-1	0.1	4	1
Cc1ccc(NC(=O)CSc2nc3sc(C)cc3c(=O)n2C)cc1	1.4	1	-2	3	3	0	-0.3	0	4
Cc1ccc2nc(SCC(=O)Nc3c(C)n(C)n(-c4ccccc4)c3=O)[nH]c2c1	-1.6	2	-4	-1	11	-9	0.0	0	0
Cc1cc(C(=O)NCc2ccco2)cs1	-0.2	8	-1	3	11	2	-0.1	0	2
Cc1ccc(S(=O)(=O)NCc2ccccc2)cc1C(=O)NCC1CCCO1 (stereo not given)	-0.3	4	1	0	39	-1	0.0	1	0
CC1=NN(c2cccc(F)c2)C(=O)/C1=C/c1ccc(N(C)C)cc1	-4.1	1	2	-11	-5	4	0.0	0	2
Cc1ccc(Nc2nnc(SC(C)C(=O)NCC3CCCO3)s2)cc1 (stereo not given)	x	4	x	x	-4	x	0.0	0	x
CCOC(=O)C1CCN(C(=O)CCc2ccc(S(=O)(=O)NC(C)C)cc2)CC1	-2.0	-8	3	-4	-2	-4	-0.1	0	2
COc1cc2c(cc1OC)C(COc1ccccc1OC)N(C(=O)c1ccco1)CC2 (stereo not given)	2.3	1	-2	6	13	-1	0.0	1	5
COCCCn1cnc2c(c1=O)c1nc3ccccc3nc1n2-c1ccc(C)cc1	-0.9	1	6	1	4	2	0.2	0	0
O=C(CCCn1c(=O)oc2ccccc21)NNC(=O)COc1ccc(F)cc1	x	5	x	x	-6	x	0.0	0	x
CSCC[C@H](NC(=O)OC(C)(C)C)C(=O)NCC1CCC(C(=O)O)CC1 (stereo not given in full)	2.9	1	4	6	4	-3	-0.1	4	1
Cc1cc(C)cc(OCC(=O)OCCN2C(=O)c3ccccc3C2=O)c1	-2.3	2	0	3	23	0	0.0	0	6

Screens (PubChem BioAssay)
